Compound activity (PubChem BioAssay)
Dynein cargo inh: dynein cargo transport inhibition. 3617.4 mouse cells, GR-EGFP nuclear translocation imaging; test concentration mostly 20 µM; stimulated with dexamethasone, 1 µM; stronger effect = lower value. z-score, hits read low. 0.47% of 220,000 active. AID 1381;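 active = plate z-score of nuclear minus cytoplasmic receptor signal below a set negative limit, without overly bright fluorescence or cell loss, cut at about -3.5 in these data, passing the limit was not always enough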;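 also: z-score of nuclear minus cytoplasmic ring GR-EGFP intensity difference per well; some compounds called inactive have numbers as strong as hits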
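Also added – dexamethasone, 1.0 µM final · Buffer or medium – tet-free, stripped-serum medium · Schedule – induction 48 h, compound 1 h, agonist 30 min · Detection – formaldehyde fixation, Hoechst nuclear stain, 10x automated fluorescence imaging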
AID2073: inhibitors of Mint1-CaV2.2 protein interaction, biochemical, HTRF (AID 2073); HTRF protein-protein interaction, Mint1-CaV2.2; higher % means a stronger effect; inhibition, % at 20 µM, or IC50 in µM where a hit was titrated; 0.19% of 290,000 active; in the data active = inhibition mostly above about 51%, no sharp cut-off; inconclusive = no clear call, values can overlap the other calls; inactive = mostly below about 53%; also: some results filed as inactive read as strong as hits
Insulin prom up: MIN6 insulin promoter up-regulation; 0.3% of 190,000 active; MIN6 insulin promoter-GFP reporter, high-content imaging; stronger effect = higher value; z-score at 5 µM;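 active = z-score above 3 at 5 µM with at least 500 cells counted in the well; inconclusive = wells under 500 cells, flagged as cytotoxic or low count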
Autophagy HCS: alters autophagy in cells; MEF GFP-LC3 puncta imaging; test concentration mostly 10 µM; calls only at 10 µM (by protocol); 0.98% of 190,000 active;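 active = percentage of spot-positive cells more than 3 SD above its plate mean, without a fluorescence outlier flag or 80% toxicity; inconclusive = no clear call, values can overlap the other calls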;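 also: spot-positive cell cutoff set from DMSO-treated cells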
WT yeast gro inh: growth inhibition of WT yeast, mitochondrial fusion screen; mitochondrial fusion phenotypic screen, WT strain; inhibition, % at 10 µM; 2.1% of 190,000 active; AID 1362; in the data active = inhibition above about 58%; tested in S. cerevisiae
b-catenin transl: modulators of beta-catenin nuclear translocation; AID 1665; nuclear translocation activity, % at 5 µM; 0.3% of 190,000 active; HeLa beta-catenin nuclear translocation, immunofluorescence imaging;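 active = nuclear translocation activity above 50% at 5 µM, with a well cell count of 50 or more; inconclusive = wells under 50 cells across six images, flagged as toxic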;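 also: per-cell ratio of nuclear to cytoplasmic median beta-catenin stain intensity; plate controls were DMSO negative control for no effect and GSK-3 inhibitor IX positive control for full effect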
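test system = HeLa cells, endogenous beta-catenin | dosing = single 5 µM dose plus 0.02–20 µM confirmation series | times = compound treatment 24 h, 37°C, 5% CO2 | technique = beta-catenin immunofluorescence imaging with DAPI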
MT stabilize HCS: stabilizes microtubules in HeLa cells | 0.83% of 200,000 active | HeLa tubulin immunostaining HCS, 24 h; share of cells brighter than vehicle mean+2SD | % tubulin-high responders, % at 10 µM;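 active = plate Z-score above 3 for both tubulin-high and condensed-nucleus cell shares, with cell loss under 80%, at 10 µM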;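 also: anti alpha tubulin signal scored within the nucleus-defined area of each cell; some results filed as inactive read as strong as hits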
Yfh1-off respiration: mitochondrial function rescue without frataxin homolog – Friedreich's ataxia, plus single-dose screen, dose response (AID 1465); fold induction at 50 µM; hits with a dose series show EC50 in µM; S. cerevisiae Yfh1-off respiration, WST-1 reduction, 72 h; higher fold induction means a stronger effect; 0.074% of 220,000 active;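 active = fold induction of absorbance versus untreated yeast above a set limit, then at least 30% activation at any dose in follow-up; inconclusive = repeats straddling the limit, or above it without dose testing; inactive = fold induction below the set limit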;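 also: activators that raise dye reduction in frataxin-depleted yeast; strong numbers were not always called active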
HIV peptide binding: inhibitors of HIV fusion peptide binding, primary screen, biochemical, uHTS, fluorescence dequenching (AID 1986) | 0.3% of 290,000 active | cell-free peptide binding, fluorescence dequenching, 30 min; higher % means a stronger effect | inhibition, % at 20 µM; hits with a dose series show IC50 in µM; in the data active = inhibition mostly above about 52%, no sharp cut-off; inactive = mostly below about 76%; also: some results filed as inactive read as strong as hits
WT yeast gro inh mutant strain: second read-out of WT yeast gro inh, no call of its own (marks repeat the call); inhibition, %; mitochondrial fusion phenotypic screen, mutant strain inhibition
Dynein cargo inh cytoplasmic EGFP: also measured in Dynein cargo inh; calls as there; z-score; measured here: cytoplasmic GR-EGFP intensity; stronger effect = higher value
Dynein cargo inh nuclear GR-EGFP: further read-out of Dynein cargo inh, marked with its call; z-score; measured here: nuclear GR-EGFP intensity;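 lower value marks the stronger effect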
Dynein cargo inh cell count: further read-out of Dynein cargo inh, marked with its call; z-score; measured here: cell count per field
Insulin prom up cell count: recorded beside Insulin prom up, whose call it bears; cell count; measured here: cytotoxicity, nuclei count;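 total cells summed across four imaged fields per well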
b-catenin transl cell count 5 µM: also measured in b-catenin transl; calls as there; cell count; measured here: cell count, cytotoxicity flag
MT stabilize HCS Hoechst-high %: second read-out of MT stabilize HCS, no call of its own (marks repeat the call); % Hoechst-high responders; measured here: nuclear condensation Hoechst responders;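 share of cells brighter than vehicle mean plus two SD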
MT stabilize HCS cytotoxicity %: also measured in MT stabilize HCS; calls as there; toxicity, %; measured here: cytotoxicity by cell density;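 0% = mean cell density of plate MIN control wells and 100% = no cells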
Autophagy HCS cell loss 18 h: further read-out of Autophagy HCS, marked with its call; toxicity, %; measured here: cell loss, nuclei count;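 cell loss after 18 h compound exposure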
* hit, by the source's call; i = inactive; ? = inconclusive; . = not tested or not shown.

SMILES | Dynein cargo inh | Dynein cargo inh cytoplasmic EGFP | Dynein cargo inh nuclear GR-EGFP | Dynein cargo inh cell count | AID2073 | Insulin prom up | Insulin prom up cell count | Autophagy HCS | Autophagy HCS cell loss 18 h | WT yeast gro inh | WT yeast gro inh mutant strain | b-catenin transl | b-catenin transl cell count 5 µM | MT stabilize HCS | MT stabilize HCS Hoechst-high % | MT stabilize HCS cytotoxicity % | Yfh1-off respiration | HIV peptide binding
Cc1cc([N+](=O)[O-])nn1CC(=O)Nc1ccc(Cc2ccncc2)cc1 | -0.289 | 1.41 | -0.303 | 0.00166 | 3.0% | -0.09 | 1295 | i | -1.7 | -7.0 | -19.2 | 0.7 | 517 | 4.4 | 3.2 | 7.6 | i | 0.8%
CCOC(=O)C1C(c2ccccc2)N(C)OC1(O)C(F)(F)F (stereo not drawn) | -0.2 | -0.325 | 0.421 | 0.394 | -6.8% | -0.29 | 1288 | i | -6.1 | -12.1 | 6.2 | 6.0 | 988 | 3.2 | 2.0 | 8.2 | i | -0.2%
CCOC(=O)c1nc(C)sc1-c1ccnn1S(=O)(=O)c1ccccc1C(F)(F)F | -0.784 | -0.273 | -0.43 | 0.389 | 8.8% | . | . | . | . | . | . | -1.7 | 1152 | . | . | . | i | -1.0%
COc1cccc(NC(=S)NNC(=O)c2ccccc2OC(F)F)c1 | 0.164 | -0.228 | 0.606 | 0.915 | -22.9% | -0.05 | 1534 | i | 11.4 | -7.4 | -2.6 | 0.0 | 1414 | 3.0 | 2.0 | 5.8 | i | -4.0%
Cc1cccc(-n2cnc(C(=O)NNC(=S)Nc3ccccc3)c2)n1 | 0.171 | -0.312 | 0.00765 | 0.292 | 5.4% | -0.59 | 1094 | i | 0.1 | -4.4 | 14.5 | -3.1 | 1122 | 1.2 | 2.2 | 3.9 | i | -1.6%
COc1ccc(C2C(C#N)=C(N)Oc3cc(C)[nH]c(=O)c32)cc1OC (stereo not drawn) | -0.572 | -0.282 | -0.188 | 1.32 | 6.6% | -0.07 | 1068 | . | . | . | . | -0.4 | 1355 | . | . | . | i | 0.5%
O=C(NCCCn1ccnc1)/C(=C/c1ccco1)NC(=O)c1cccs1 | 0.252 | -0.278 | 0.318 | -0.00288 | -7.8% | . | . | i | 8.4 | -13.4 | 3.8 | . | . | 1.5 | 1.8 | 2.2 | i | 1.7%
Cc1nc(C(F)(F)F)ccc1C(=O)Nc1ccccc1F | 0.0529 | -0.283 | -0.0356 | 0.99 | 10.8% | 0.98 | 1450 | . | . | . | . | -1.6 | 1046 | . | . | . | i | -2.3%
Cc1ccc(OCC(=O)NN2C(=O)c3ccccc3C2=O)cc1 | 1.06 | -0.184 | 1.12 | -1.43 | 3.7% | -0.24 | 1602 | i | 39.9 | 1.6 | -3.1 | -2.3 | 1094 | 4.9 | 0.6 | 2.9 | i | -1.1%
Cc1ccc(-c2nc3c(c(=O)[nH]c(=O)n3Cc3ccccc3)n2Cc2ccccc2)o1 | -2.5 | 0.264 | -1.05 | -0.0538 | 28.8% | 1.18 | 1557 | i | 4.5 | 14.0 | 19.6 | -3.5 | 919 | 3.9 | 3.7 | 4.3 | i | 9.1%
CCOC(=O)Cn1c(=N)n(CCOc2cccc(C)c2)c2ccccc21 | -0.516 | -0.252 | -0.939 | 2.05 | 12.2% | -4.7 | 569 | i | -1.5 | 9.9 | -7.0 | -5.0 | 1188 | 3.1 | 1.5 | 7.4 | i | 2.2%
CC(C)C1C(c2ccccc2)NC(c2ccccc2)CC1(O)c1ccc(F)cc1 (stereo not drawn) | 1.32 | -0.114 | 1.41 | -1.95 | 13.2% | -0.07 | 1054 | . | . | . | . | -0.3 | 1281 | . | . | . | i | 0.3%
CC(C)(C)c1ccc(C(=O)Nc2ccc(O)c3c(=O)cc(-c4ccccc4Cl)oc23)cc1 | -0.52 | -0.872 | -0.183 | 0.591 | 14.3% | -1.14 | 785 | . | . | . | . | -1.3 | 1152 | . | . | . | i | 0.0%
CCOc1ccc(-c2nnc(N)o2)cc1 | -0.627 | -0.187 | -0.308 | 0.98 | ? | 0.59 | 1297 | i | -3.5 | -8.7 | -6.5 | -5.1 | 971 | 3.7 | 3.0 | 7.2 | i | 2.4%
CCOC(=O)c1c(NC(=O)C2CC=CCC2C(=O)O)sc(C)c1CC (stereo not drawn) | 0.0505 | -0.145 | 0.241 | 0.00263 | 14.8% | . | . | i | 27.8 | -11.1 | -11.7 | 1.3 | 865 | 5.3 | 1.3 | 4.9 | i | -0.2%
O=c1oc2ccccc2c(NC(c2ccccc2)c2ccccc2)c1[N+](=O)[O-] | -0.672 | -0.222 | 0.517 | 0.1 | 0.8% | -0.84 | 1114 | i | 28.5 | 25.3 | -26.9 | -1.4 | 535 | 2.3 | 1.2 | 5.0 | i | 2.2%
O=C(Nc1ccc2c(c1)OCCO2)c1coc2ccccc2c1=O | -0.434 | -0.0299 | -0.358 | -1 | 4.9% | 0.74 | 1299 | i | 4.0 | -9.7 | 21.2 | 2.1 | 1104 | 4.4 | 1.8 | 8.8 | i | 5.3%
O=C(CSc1nnc(Nc2ccccc2)s1)NCc1ccco1 | -0.557 | -0.226 | -0.249 | 0.836 | 6.1% | -0.03 | 1280 | i | -0.7 | -2.3 | 1.6 | -0.7 | 923 | 1.5 | 1.4 | 6.2 | i | 1.2%
Cc1ccc(C(c2nnnn2C(C)(C)C)N2CCC(C)CC2)cc1 (stereo not drawn) | -0.518 | -0.142 | 0.0913 | -0.681 | 2.0% | . | . | i | -1.3 | 9.9 | 6.4 | -4.4 | 530 | 3.9 | 1.6 | 4.9 | i | 2.8%
CCOc1ccc(-c2nnc(-c3ccncc3)o2)cc1OCC | 0.671 | -0.266 | 0.547 | 0.0475 | 3.0% | -1.13 | 1300 | i | -24.4 | 2.2 | 10.6 | 1.1 | 1528 | 3.8 | 1.2 | 5.9 | i | 0.8%
CCCCc1ccc(C2C3=C(CC(C)(C)CC3=O)NC3=C2C(=O)c2ccccc23)cc1 (stereo not drawn) | -0.161 | -0.249 | -0.128 | 0.494 | 18.5% | -1.23 | 907 | i | -16.5 | -13.2 | 30.2 | 1.8 | 896 | 7.6 | 2.9 | 5.4 | i | 5.6%
COc1ccc(OC)c(NC2c3ccccc3C(=O)N2c2cccnc2)c1 (stereo not drawn) | -0.219 | 0.000275 | -0.0692 | -0.702 | -13.2% | 0.91 | 888 | i | 9.6 | 5.3 | 9.5 | -1.8 | 1150 | 2.5 | 3.5 | 5.8 | i | -3.2%
O=C(O)CCc1ncc(C(F)(F)F)cc1Cl | -0.0237 | -0.258 | -0.0862 | 0.121 | 8.2% | . | . | i | 6.6 | -11.6 | -55.5 | -17.9 | 1265 | 3.0 | 2.3 | 3.4 | i | -0.7%
Cc1cccc(NC(=O)CCCN2C(=O)c3cccc4cccc(c34)C2=O)c1 | 0.967 | -0.215 | 1.11 | 0.589 | 43.0% | 0.1 | 1598 | i | 9.9 | -6.1 | 2.0 | -1.2 | 1367 | 2.7 | 2.1 | 3.9 | i | -2.9%
CCc1c(C)sc(NC(=O)c2cnn3cccnc23)c1C#N | 0.0215 | -0.223 | 0.261 | -0.96 | 6.0% | -1.56 | 1246 | i | -0.1 | -1.0 | 11.4 | . | . | 3.8 | 2.0 | 1.1 | i | -1.0%
COc1ccccc1NC(=O)C(=O)NNS(=O)(=O)c1ccc2ccccc2c1 | -0.54 | -0.268 | 0.132 | 1.62 | 4.2% | -0.1 | 1071 | . | . | . | . | 0.2 | 1378 | . | . | . | i | 17.3%
Fc1ccc(N2CCN(c3nc(CN4CCOCC4)nc4scc(-c5ccccc5)c34)CC2)cc1 | -0.414 | -0.316 | -0.269 | 0.525 | 1.1% | -1.12 | 1201 | i | -1.5 | 78.1* | 19.0* | -3.2 | 1121 | 6.3 | 2.5 | 8.1 | i | -1.8%
COc1cccc(C(=O)OC2CCCN(C)C2)c1 (stereo not drawn) | 1.31 | -0.225 | 1.36 | -0.118 | 4.7% | -0.01 | 849 | i | 28.9 | 6.0 | -4.2 | -2.6 | 1246 | 3.2 | 1.3 | 7.1 | i | -2.6%
Cc1ccc(C)c(OCC(=O)N/N=C/c2ccsc2)c1 | 1.08 | -0.258 | -0.401 | 0.402 | -8.6% | . | . | i | 0.5 | -55.6 | -6.1 | . | . | 4.1 | 2.4 | 3.6 | i | -1.5%
CCOc1ncccc1C(=O)N(CC)CC(=O)Nc1ccc(NC(C)=O)cc1 | 0.46 | -0.196 | 0.358 | -0.154 | -2.0% | -0.17 | 1299 | i | -7.3 | -5.4 | 8.3 | -7.1 | 583 | 4.5 | 1.8 | 3.6 | i | -0.9%
CCN1CCN(C(=S)c2ccc(Cl)c(Cl)c2)CC1 | 0.425 | 0.276 | 0.00416 | -0.166 | -41.2% | -0.11 | 899 | i | 1.2 | -0.7 | 9.7 | -5.7 | 1268 | 2.0 | 1.5 | 6.5 | i | -2.5%
Cc1ccc(CNS(=O)(=O)c2c(C)n(C)c(=O)n(C)c2=O)cc1 | 0.116 | -0.168 | 0.466 | 0.264 | 6.2% | 1.5 | 1005 | . | . | . | . | -1.1 | 1348 | . | . | . | i | -0.9%
CCCC1(C(=O)OCC)NC(c2cc(OC)c(OC)c(OC)c2)C2C(=O)N(CC)C(=O)C21 (stereo not drawn) | -0.878 | -0.241 | -0.15 | 0.391 | 7.3% | -1.3 | 995 | i | -6.6 | -0.3 | -23.9 | -2.6 | 1102 | 1.6 | 1.9 | 7.1 | . | -1.0%
